Source: PubChem (several laboratories)
Rin1-Abl PPI inh: inhibitors of Rin1-Abl protein binding, primary screen, biochemical, TR-FRET | inhibition, % at 7.35 µM | Tyrosine-protein kinase ABL1 (Homo sapiens) + Ras and Rab interactor 1 (Homo sapiens), … | hit rate 0.4% among 360,000 | AID 588664, 2011; in the data active = inhibition above about 5%, passing the limit was not always enough
eLon inh: inhibitors of E. coli Lon protease, primary screen, biochemical, fluorescence polarization. P0A9M0. purified E. coli Lon protease. inhibition, % at 7.94 µM. hit rate 0.42% among 360,000. AID 602123, 2011; in the data active = inhibition above about 13%, passing the limit was not always enough;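 note: 0% = enzyme with probe and DMSO and 100% = no enzyme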
Target sequence (P0A9M0 whole entry, looked up): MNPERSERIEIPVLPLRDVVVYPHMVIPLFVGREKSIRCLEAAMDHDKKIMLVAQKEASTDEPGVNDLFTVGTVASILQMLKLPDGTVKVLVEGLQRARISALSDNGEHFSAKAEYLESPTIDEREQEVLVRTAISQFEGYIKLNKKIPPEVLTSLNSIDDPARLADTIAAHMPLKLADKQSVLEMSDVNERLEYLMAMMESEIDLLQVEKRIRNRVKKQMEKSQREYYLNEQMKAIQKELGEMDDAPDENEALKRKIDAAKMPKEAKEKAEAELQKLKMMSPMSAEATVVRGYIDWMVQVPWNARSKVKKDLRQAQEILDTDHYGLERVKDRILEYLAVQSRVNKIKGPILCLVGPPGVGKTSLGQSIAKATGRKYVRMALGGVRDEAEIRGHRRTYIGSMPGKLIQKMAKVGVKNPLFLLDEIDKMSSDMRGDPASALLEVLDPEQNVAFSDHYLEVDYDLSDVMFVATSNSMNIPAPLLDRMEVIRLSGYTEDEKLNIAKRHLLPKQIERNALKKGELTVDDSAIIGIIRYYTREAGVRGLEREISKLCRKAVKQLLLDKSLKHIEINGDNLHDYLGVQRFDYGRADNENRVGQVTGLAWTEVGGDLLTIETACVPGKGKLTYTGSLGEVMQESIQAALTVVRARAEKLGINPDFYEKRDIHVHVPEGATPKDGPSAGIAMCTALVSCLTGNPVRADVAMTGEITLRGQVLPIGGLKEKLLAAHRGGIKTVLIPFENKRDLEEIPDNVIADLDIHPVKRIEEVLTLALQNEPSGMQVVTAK
PABP1 MLLE inh: inhibitors of PABP1 MLLE–PAM2 peptide binding, primary screen, biochemical, fluorescence polarization, FITC-PAM2, GST-MLLE | Polyadenylate-binding protein 1 (Homo sapiens), P11940 | hit rate 0.36% among 360,000 | inhibition, % at 20 µM; in the data active = inhibition above about 35%, passing the limit was not always enough;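 note: plate controls were DMSO wells with GST-MLLE for no effect and wells lacking GST-MLLE protein for full effect; some results filed as inactive read as strong as hits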
CSN inh: inhibitors of CSN-mediated cullin deneddylation, primary screen, biochemical, fluorescence polarization, uHTS; hit rate 0.38% among 360,000; COP9 signalosome complex subunit 5 (Homo sapiens), Q92905; Purified CSN, SCF-Nedd8-OG deneddylation; inhibition, % at 12.5 µM;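 active = pattern-corrected inhibition above about 35%, with an unprinted fluorescence ratio check between 0.5 and 1.5, limit read from the data, passing the limit was not always enough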;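 note: 0% = enzyme with substrate and 100% = substrate without enzyme; some results filed as inactive read as strong as hits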
Target sequence (Q92905 whole entry, looked up, one chain of several): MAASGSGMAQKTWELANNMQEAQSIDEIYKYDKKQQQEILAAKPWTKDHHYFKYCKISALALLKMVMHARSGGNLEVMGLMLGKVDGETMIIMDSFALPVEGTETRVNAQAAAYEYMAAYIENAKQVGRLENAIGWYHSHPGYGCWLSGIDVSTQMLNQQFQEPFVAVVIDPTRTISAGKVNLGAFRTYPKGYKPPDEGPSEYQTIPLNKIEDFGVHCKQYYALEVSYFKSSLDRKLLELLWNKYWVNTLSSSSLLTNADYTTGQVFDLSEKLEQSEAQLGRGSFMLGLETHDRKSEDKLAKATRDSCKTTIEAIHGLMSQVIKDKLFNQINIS
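test system = HEK293T-derived human Csn5 enzyme | amount = 0.24 nM Csn5 enzyme, final concentration | medium = Tris/NaCl/DTT buffer, pH 7.5 | schedule = 90 min reaction at room temperature | signal = FP | evaluation = inhibition of Csn5 cleavage, % | compound dosing = single dose of 12.5 µM compound with 0.25% DMSO | probe or stimulus = 10 nM SCFSkp2-Nedd8OG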
MsrA inh: bovine MsrA enzyme inhibitors, primary screen, biochemical, absorbance, HTS | Methionine sulfoxide reductase A (Bos taurus) | purified bovine MsrA, absorbance read-out | inhibition, % at 15.5 µM | hit rate 0.75% among 360,000 | AID 651718, 2012; in the data active = inhibition above about 4.5%;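 note: 0% = vehicle wells with enzyme and 100% = reference inhibitor wells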
bovine MsrA act: bovine MsrA enzyme activators, primary screen, biochemical, absorbance, HTS | Methionine sulfoxide reductase A (Bos taurus) | purified bovine MsrA, absorbance read-out | activation, % at 10.6 µM | hit rate 0.3% among 360,000; in the data active = activation above about 7.5%;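 note: 0% = vehicle and 100% = reference activator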
Rpn11 inh: Rpn11 (PSMD14) deubiquitinase inhibitors, primary screen, biochemical, fluorescence polarization, uHTS; hit rate 0.59% among 360,000; calls only at 20 µM; human 26S proteasome, Ub4-pepOG fluorescence polarization; 20S core pre-blocked with epoxomicin;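 active = inhibition at 20 µM, scaled to each plate's controls, above about 33%, limit read from the data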
MT1-MMP act inh: blockers of MT1-MMP proenzyme processing, primary screen, HT1080 RFP-PRO-GFP cells, GFP/RFP fluorescence; GFP/RFP ratio fluorescence, overnight; percent of plate control window, DMSO zero; AID 651647, 2012; GFP/RFP ratio change, % at 20 µM; hit rate 0.061% among 360,000; Matrix metalloproteinase-14 (Homo sapiens), P50281;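 active = GFP/RFP ratio change of at least 30% with cell ATP level not reduced by more than half and red fluorescence within 50% of control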; note: strong numbers were not always called active
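Material – HT1080 RFP-PRO-GFP cells · Control set – DMSO wells and RFP-L50D-GFP cells · Incubation – overnight cell settling, then overnight compound exposure, 37 °C, 5% CO2 · Compound dosing – single-point 20 µM compound, 1% DMSO · Read-out – GFP/RFP fluorescence ratio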
FAS-TE inh: FAS thioesterase domain inhibitors, primary screen, biochemical, fluorescence intensity, uHTS; hit rate 0.67% among 360,000; recombinant FAS-TE, OMFH fluorogenic substrate, fluorescence endpoint; AID 602261, 2012; inhibition, % at 15 µM;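 active = compounds whose normalised, plate-corrected inhibition of enzyme fluorescence in the single-dose primary screen is 50% or more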;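 note: 0% = DMSO with enzyme and 100% = substrate without enzyme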
Active calls of the source: *.

`O=C(CSc1nc2ccc(Cl)cc2[nH]1)c1c[nH]c2ccccc12` gave Rin1-Abl PPI inh -1, eLon inh 0, PABP1 MLLE inh -58, CSN inh 3, MsrA inh 0.8, bovine MsrA act -2, Rpn11 inh inactive, MT1-MMP act inh -4 and FAS-TE inh -6.
CCCCCCc1cc2cc(S(=O)(=O)c3ccc(F)c(Cl)c3)c(=O)oc2cc1O was read as Rin1-Abl PPI inh 2, eLon inh 84*, PABP1 MLLE inh 14, CSN inh 3, MsrA inh -1.1, bovine MsrA act -2, Rpn11 inh inactive, MT1-MMP act inh -23 and FAS-TE inh 6.
Screening Cc1c(N2C(=O)CSC2c2ccccc2)c(=O)n(-c2ccccc2)n1C (centres undefined) returned Rin1-Abl PPI inh 3, eLon inh -1, PABP1 MLLE inh -2, CSN inh -2, MsrA inh -1.0, bovine MsrA act -1, Rpn11 inh inactive, MT1-MMP act inh -1 and FAS-TE inh -3.
C[C@H](CO)N1C[C@H](C)[C@@H](CN(C)S(=O)(=O)c2ccc(-n3cccn3)cc2)OCc2cnnn2CCCC1=O was read as Rin1-Abl PPI inh -2, eLon inh -5, PABP1 MLLE inh -5, CSN inh -1, MsrA inh 0.5, bovine MsrA act -5, Rpn11 inh inactive, MT1-MMP act inh 1 and FAS-TE inh -10.
For Cc1ccc(Oc2ncnc(N)c2[N+](=O)[O-])cc1C the results were Rin1-Abl PPI inh -1, eLon inh -3, PABP1 MLLE inh 1, CSN inh 5, MsrA inh 1.9, bovine MsrA act -5, Rpn11 inh inactive, MT1-MMP act inh -4 and FAS-TE inh -1.
For Cc1ccc(SCC(=O)Nc2ccc(-c3nnc(-c4ccco4)o3)cc2)cc1 the results were Rin1-Abl PPI inh 1, eLon inh -5, PABP1 MLLE inh 9, CSN inh 7, MsrA inh -0.8, bovine MsrA act 1, Rpn11 inh inactive, MT1-MMP act inh 1 and FAS-TE inh 1.
`CN(/N=C/c1ccccc1)C(=S)c1ccccc1` gave Rin1-Abl PPI inh -5, eLon inh -6, PABP1 MLLE inh -2, CSN inh 0, MsrA inh 0.5, bovine MsrA act -5, Rpn11 inh inactive, MT1-MMP act inh 0 and FAS-TE inh 25.
COC(=O)CCC(C)C1CCC2C3CCC4CC(O)CCC4(C)C3CC(O)C12C (centres undefined) was read as Rin1-Abl PPI inh 4, eLon inh -5, PABP1 MLLE inh -6, CSN inh 0, MsrA inh 1.8, bovine MsrA act 3, Rpn11 inh inactive, MT1-MMP act inh -4 and FAS-TE inh 10.
`O=C(COC(=O)c1c2c(nc3ccccc13)CCCCC2)NCc1ccc2c(c1)OCO2` gave Rin1-Abl PPI inh 1, eLon inh 13, PABP1 MLLE inh -18, CSN inh -6, MsrA inh 0.4, bovine MsrA act 0, Rpn11 inh inactive, MT1-MMP act inh 5 and FAS-TE inh 19.
For O=C(c1ccc([N+](=O)[O-])o1)N1CCN(Cc2ccccc2)CC1 the results were Rin1-Abl PPI inh -1, eLon inh 5, PABP1 MLLE inh 9, CSN inh -2, MsrA inh 0.7, bovine MsrA act 3, Rpn11 inh inactive, MT1-MMP act inh 15 and FAS-TE inh 1.
`CC(=O)NCCNc1ccc([N+](=O)[O-])cc1C#N` gave Rin1-Abl PPI inh 0, eLon inh -1, PABP1 MLLE inh 7, CSN inh 2, MsrA inh 2.2, bovine MsrA act -5, Rpn11 inh inactive, MT1-MMP act inh 3 and FAS-TE inh 1.
Cc1ccc(NCc2n[nH]c(=S)n2Cc2ccccc2)cc1Cl was read as Rin1-Abl PPI inh 2, eLon inh -5, PABP1 MLLE inh -58, CSN inh -1, MsrA inh -0.3, bovine MsrA act 2, Rpn11 inh inactive, MT1-MMP act inh 0 and FAS-TE inh 18.
CCOc1c(Br)cc(/C=N\NC(=O)c2ccccc2)cc1OC was read as Rin1-Abl PPI inh 1, eLon inh -17, PABP1 MLLE inh -6, CSN inh 2, MsrA inh 1.4, bovine MsrA act -2, Rpn11 inh inactive, MT1-MMP act inh 4 and FAS-TE inh 11.
CCOC(=O)c1ccc(-c2cccc(C(F)(F)F)c2)nc1C was read as Rin1-Abl PPI inh 0, eLon inh 0, PABP1 MLLE inh -2, CSN inh 2, MsrA inh 0.5, bovine MsrA act -6, Rpn11 inh inactive, MT1-MMP act inh 1 and FAS-TE inh 20.
Screening NC(Cc1ccccc1)c1csc(NC(=O)c2cccc(OC(F)(F)F)c2)n1 (centres undefined) returned Rin1-Abl PPI inh -4, eLon inh -1, PABP1 MLLE inh -17, CSN inh -1, MsrA inh -0.2, bovine MsrA act 1, Rpn11 inh inactive, MT1-MMP act inh 5 and FAS-TE inh -13.
For COC(=O)C1=C(CS(=O)(=O)c2ccc(C)cc2)NC(=O)NC1c1ccc(OC)c(OC)c1 (centres undefined) the results were Rin1-Abl PPI inh -3, eLon inh 2, PABP1 MLLE inh 12, CSN inh -2, MsrA inh 0.0, bovine MsrA act -5, Rpn11 inh inactive, MT1-MMP act inh -2 and FAS-TE inh -7.
CCOC(=O)c1c(NC(=O)c2noc(C)c2[N+](=O)[O-])sc(C(C)=O)c1C was read as Rin1-Abl PPI inh -2, eLon inh -2, PABP1 MLLE inh 26, CSN inh 4, MsrA inh 2.3, bovine MsrA act -15, Rpn11 inh inactive, MT1-MMP act inh -7 and FAS-TE inh 4.
COc1ccc(OCC(=O)N/N=C/C2CC=CCC2)cc1 (centres undefined) was read as Rin1-Abl PPI inh 1, eLon inh -6, PABP1 MLLE inh 3, CSN inh 0, MsrA inh -0.1, bovine MsrA act -7, Rpn11 inh inactive, MT1-MMP act inh 2 and FAS-TE inh -5.
For Cc1nn(C)c(C(=O)NNC(=S)NCc2ccco2)c1Br the results were Rin1-Abl PPI inh 0, eLon inh 5, PABP1 MLLE inh -15, CSN inh 1, MsrA inh -0.2, bovine MsrA act -11, Rpn11 inh inactive, MT1-MMP act inh -1 and FAS-TE inh -9.
For CC(CCc1ccccc1)NC(=O)COC(=O)C1=COCCO1 (centres undefined) the results were Rin1-Abl PPI inh 1, eLon inh -1, PABP1 MLLE inh 0, CSN inh -1, MsrA inh 0.5, bovine MsrA act 1, Rpn11 inh inactive, MT1-MMP act inh 2 and FAS-TE inh -3.
Screening CC(=O)N1CCCN(C(=O)c2cc(COc3c(F)cccc3F)on2)CC1 returned Rin1-Abl PPI inh 0, eLon inh 7, PABP1 MLLE inh -13, CSN inh -3, MsrA inh -0.1, bovine MsrA act -4, Rpn11 inh inactive, MT1-MMP act inh 3 and FAS-TE inh -7.
Screening O=C(NCC1CCOCC1)c1ccc2nc(Cc3cccc(Cl)c3)oc2c1 returned Rin1-Abl PPI inh 1, eLon inh 2, PABP1 MLLE inh -3, CSN inh -3, MsrA inh -1.3, bovine MsrA act -3, Rpn11 inh inactive, MT1-MMP act inh 0 and FAS-TE inh -2.
For CCOC(=O)c1ccccc1NC(=O)Cn1cnc2c(cnn2C(C)(C)C)c1=O the results were Rin1-Abl PPI inh 0, eLon inh 5, PABP1 MLLE inh 3, CSN inh -2, MsrA inh 0.2, bovine MsrA act 0, Rpn11 inh inactive, MT1-MMP act inh -4 and FAS-TE inh 8.
`ClC(Cl)(Cl)C1=NCc2nnn(Cc3ccccc3)c2N1` gave Rin1-Abl PPI inh 1, eLon inh -4, PABP1 MLLE inh 2, CSN inh -8, MsrA inh 0.8, bovine MsrA act -3, Rpn11 inh inactive, MT1-MMP act inh 2 and FAS-TE inh -2.
For Cc1ccccc1C(=O)N(C)[C@H]1C[C@H]2c3[nH]c4ccccc4c3CCN2C(=O)[C@H]1[C@H](C)O the results were Rin1-Abl PPI inh -2, eLon inh -7, PABP1 MLLE inh -19, CSN inh 3, MsrA inh 0.2, bovine MsrA act 0, Rpn11 inh inactive, MT1-MMP act inh 2 and FAS-TE inh -2.
COc1ccc(S(=O)(=O)N2CCOCC2)cc1NC(=O)CCNC(=O)c1ccc([N+](=O)[O-])cc1 was read as Rin1-Abl PPI inh -4, eLon inh -2, PABP1 MLLE inh -71, CSN inh 6, MsrA inh 0.2, bovine MsrA act -6, Rpn11 inh inactive, MT1-MMP act inh 3 and FAS-TE inh 5.
Screening CC(=O)c1cccc(NC(=O)C(C)N(C)CC(=O)Nc2ccc(Cl)cc2)c1 (centres undefined) returned Rin1-Abl PPI inh 0, eLon inh 5, PABP1 MLLE inh 19, CSN inh 1, MsrA inh -0.6, bovine MsrA act -1, Rpn11 inh inactive, MT1-MMP act inh 3 and FAS-TE inh 1.
Screening CCN(CC)C(=O)CSc1nc2ccsc2c(=O)n1CCCC(=O)NCCc1ccc(S(N)(=O)=O)cc1 returned Rin1-Abl PPI inh 4, eLon inh -1, PABP1 MLLE inh 3, CSN inh 1, MsrA inh 0.5, bovine MsrA act -2, Rpn11 inh inactive, MT1-MMP act inh -2 and FAS-TE inh -2.
`CN(CC(=O)N1CCN(c2ccccc2)CC1)S(=O)(=O)c1cnc[nH]1` gave Rin1-Abl PPI inh -1, eLon inh -7, PABP1 MLLE inh 9, CSN inh -3, MsrA inh 0.7, bovine MsrA act 4, Rpn11 inh inactive, MT1-MMP act inh 0 and FAS-TE inh -2.
Screening Cn1c(=O)c2[nH]c(C(O)c3ccc(Cl)cc3)nc2n(C)c1=O (centres undefined) returned Rin1-Abl PPI inh -1, eLon inh 0, PABP1 MLLE inh 2, CSN inh 3, MsrA inh -0.1, bovine MsrA act -9, Rpn11 inh inactive, MT1-MMP act inh 4 and FAS-TE inh -7.
`Cc1ccn2cc(-c3cccc(S(=O)(=O)N4CC(C)OC(C)C4)c3)nc2c1` (centres undefined) gave Rin1-Abl PPI inh 3, eLon inh -13, PABP1 MLLE inh 2, CSN inh 2, MsrA inh 1.7, bovine MsrA act 0, Rpn11 inh inactive, MT1-MMP act inh 5 and FAS-TE inh -1.
For COc1cc(NS(=O)(=O)c2ccc(NS(=O)(=O)c3ccc(C)cc3)cc2)nc(OC)n1 the results were Rin1-Abl PPI inh 2, eLon inh -2, PABP1 MLLE inh 1, CSN inh 0, MsrA inh 0.0, bovine MsrA act -2, Rpn11 inh inactive, MT1-MMP act inh 0 and FAS-TE inh -2.

Entries from the list above that have two or more sulfur atoms, in the order listed:
Screening CCN(CC)C(=O)CSc1nc2ccsc2c(=O)n1CCCC(=O)NCCc1ccc(S(N)(=O)=O)cc1 returned Rin1-Abl PPI inh 4, eLon inh -1, PABP1 MLLE inh 3, CSN inh 1, MsrA inh 0.5, bovine MsrA act -2, Rpn11 inh inactive, MT1-MMP act inh -2 and FAS-TE inh -2.
For COc1cc(NS(=O)(=O)c2ccc(NS(=O)(=O)c3ccc(C)cc3)cc2)nc(OC)n1 the results were Rin1-Abl PPI inh 2, eLon inh -2, PABP1 MLLE inh 1, CSN inh 0, MsrA inh 0.0, bovine MsrA act -2, Rpn11 inh inactive, MT1-MMP act inh 0 and FAS-TE inh -2.
